M1 agonist = activates the M1 muscarinic receptor. CHO-M1 cells, Fluo-4 calcium fluorescence, agonist mode; stronger effect = higher value. actives 3% (n = 64,000). B-score at 10 µM;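 active = fluorescence rise, raw or as B-score row- and column-corrected plate score, outside the 99.7% band of its plate's samples, either direction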
Jurkat viability = cytotoxic compounds reducing Jurkat cell viability. Jurkat E6.1 viability, ATP luminescence, 48 h. inhibition, % at 4 µM. actives 1.2% (n = 56,000). AID 463;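 active = inhibition above the mean inhibition of all tested compounds plus 3 SD, cut at about 28% in these data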
5HT1E ag = agonists of human 5-HT1E serotonin receptor; P28566; CHO 5-HT1E Ga15 NFAT-bla reporter, FRET; 0% DMSO wells, 100% control agonist wells; activation, % at 6 µM; actives 0.69% (n = 65,000); AID 574;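 active = activation above a set limit, the screen-wide mean activation plus 3 SD, cut at about 8.5% in these data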;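 note: 100% = positive control agonist at 1 µM giving full maximal response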
HTR1E antagonist = blocks the human 5-HT1E serotonin receptor; AID 571; actives 0.99% (n = 65,000); P28566; inhibition, % at 6 µM; CHO 5-HT1E Ga15 NFAT-bla reporter, FRET, antagonist;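 active = inhibition above a set limit, the mean inhibition across every tested compound plus 3 SD, cut at about 29% in these data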;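 note: signal is the 460 over 535 nm emission ratio of beta-lactamase substrate; 0% = agonist plus DMSO wells and 100% = wells without agonist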
HTR1A agonist = activates the human 5-HT1a serotonin receptor | P08908 | CHO 5-HT1a Ga15 NFAT-bla reporter, FRET ratio; 0% basal, 100% maximal reference agonist | activation, % at 10 µM | actives 0.56% (n = 65,000) | AID 567;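 active = activation above the screen-wide mean activation plus 3 SD, cut at about 19% in these data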;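 note: 0% = DMSO wells and 100% = 5-CT at EC100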
Target sequence (P08908 whole entry, looked up): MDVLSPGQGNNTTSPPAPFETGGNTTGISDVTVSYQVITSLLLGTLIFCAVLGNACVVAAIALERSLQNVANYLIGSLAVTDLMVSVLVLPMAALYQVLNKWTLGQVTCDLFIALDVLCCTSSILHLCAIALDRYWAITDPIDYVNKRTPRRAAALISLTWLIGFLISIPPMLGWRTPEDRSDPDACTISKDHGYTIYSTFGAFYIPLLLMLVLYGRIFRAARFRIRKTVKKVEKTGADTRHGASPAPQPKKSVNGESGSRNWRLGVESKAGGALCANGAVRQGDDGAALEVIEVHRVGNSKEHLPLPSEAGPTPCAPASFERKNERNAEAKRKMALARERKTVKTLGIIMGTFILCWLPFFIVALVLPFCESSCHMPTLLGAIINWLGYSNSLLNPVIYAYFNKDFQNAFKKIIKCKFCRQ
S1P3 agonist = agonists of human S1P3 receptor | S1P3 NFAT-BLA reporter cells, agonism, FRET ratio; relative to 1 µM S1P, basal subtracted | activation, % at 4.5 µM | actives 0.1% (n = 60,000);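 active = activation above the screen-wide mean plus 3 SD, cut at about 4.5% in these data, passing the limit was not always enough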; note: some compounds called inactive have numbers as strong as hits
Target sequence (Q99500 whole entry, looked up): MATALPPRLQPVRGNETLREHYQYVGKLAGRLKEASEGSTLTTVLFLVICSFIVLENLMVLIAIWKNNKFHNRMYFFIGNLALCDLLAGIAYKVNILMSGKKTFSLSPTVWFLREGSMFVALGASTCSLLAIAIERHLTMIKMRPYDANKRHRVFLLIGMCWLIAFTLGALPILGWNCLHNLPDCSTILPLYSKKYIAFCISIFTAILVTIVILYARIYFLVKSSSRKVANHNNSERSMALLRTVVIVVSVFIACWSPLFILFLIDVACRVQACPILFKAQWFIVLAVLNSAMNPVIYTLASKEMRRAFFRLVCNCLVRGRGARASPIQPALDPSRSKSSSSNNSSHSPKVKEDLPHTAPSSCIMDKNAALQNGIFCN
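Measure – % activation relative to 1 µM S1P (100%), per plate · System – stable CHO line with human S1P3, Gα16, NFAT-BLA reporter · Timing – cells plated overnight, compound 4 h 37 °C, substrate 2 h RT · Technique – fluorescent BLA substrate, ex 405 nm, em 460/535 nm ratio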
M1 antagonist = blocks the rat M1 muscarinic receptor response to acetylcholine | CHO-M1 cells, Fluo-4 calcium, ACh EC80 antagonist mode; stronger effect = lower value | B-score at 10 µM | actives 3.4% (n = 64,000) | AID 628;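 active = calcium fluorescence response, raw or row-and-column corrected B-score, differing from the plate sample mean either way at a set confidence level, mostly lower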
S1P1 ag pot = activates or potentiates agonism at human S1P1 receptor | P21453 | S1P1 CRE-bla cells, forskolin, beta-lactamase FRET, potentiator mode; S1P1 agonist co-added at EC20, 2 nM; 100% = saturating reference agonist, 0% = basal | activation, % at 9.5 µM | actives 0.57% (n = 56,000) | AID 449;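 active = activation above a cutoff set at the mean activation of all tested compounds plus 3 SD, cut at about 54% in these data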;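 note: forskolin at 4 µM as EC80 and the EC20 agonist is SEW2871; 100% = SEW2871 at its EC100 plus forskolin at EC80; some compounds past the cut are filed as inactive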
5-HT1A blocker = antagonists of human 5-HT1a serotonin receptor | P08908 | CHO 5-HT1a Ga15 NFAT-bla reporter, antagonist mode | inhibition, % at 10 µM | actives 0.68% (n = 62,000) | AID 612;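 active = inhibition above the mean of all tested compounds plus 3 SD, cut at about 43% in these data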;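 note: receptor stimulated by 5-CT agonist at 100 nM near EC80; beta-lactamase reporter measured by ratiometric fluorescence of a cleavable substrate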
Active calls of the source: *; nt = no result given.

Molecule	M1 agonist	Jurkat viability	S1P3 agonist	M1 antagonist	5-HT1A blocker	HTR1A agonist	S1P1 ag pot	HTR1E antagonist	5HT1E ag
Cc1nn(-c2ccccc2)c(Cl)c1C1C(C#N)=C(N)OC2=C1C(=O)CC(C)(C)C2 (configuration not stated)	0.067	nt	nt	-0.083	-1	-1.4	nt	8	-1.8
Cc1ccc(-c2nnn(CC(=O)NCCc3ccc4c(c3)OCO4)n2)o1	-0.12	-5	-0.6	1.4	-2	1.0	-7	-4	-0.1
COc1ccc(-c2nc(CS(=O)CC(=O)NCc3cccnc3)c(C)o2)cc1OC (configuration not stated)	1.5	-4	-0.9	0.11	3	1.4	-4	-1	0.4
Cn1c(=O)c2c(-c3ccccc3)n(Cc3ccccn3)cc2n(C)c1=O	0.15	0	-0.6	0.61	-6	-2.6	2	-2	0.3
O=C(COC(=O)Cn1[nH]c(=O)c2ccccc2c1=O)Nc1ccc2c(c1)OCO2	-0.46	6	-0.5	-0.8	-1	-0.7	-16	-1	0.0
Cn1c(CN2CCOCC2)nnc1SCC(=O)Nc1nccs1	0.16	-7	-0.9	-0.046	3	1.5	8	-2	0.2
Cc1cc(N(C)C)c(C#N)c(N2CCCCC2)n1	-0.59	2	1.0	0.87	5	1.7	-17	-5	-1.2
CN(CCc1ccccn1)c1ncnc2[nH]ncc12	0.25	-2	0.2	0.033	-10	-0.1	30	12	-0.5
COc1ccc(CC(=O)Nc2cccc(-c3nnc(-c4ccco4)o3)c2)cc1	2.4	nt	-0.2	-0.55	nt	0.7	6	-18	1.2
COc1ccccc1N1CCN(C(=O)CCc2ccc(S(=O)(=O)NCC(C)C)cc2)CC1	0	12	-0.3	-0.16	-12	-2.0	nt	-6	-0.7
O=C(CC1c2ccccc2Oc2ccccc21)NCc1ccco1	0.83	-4	0.7	0.083	-10	-3.6	10	8	0.6
CC1(C(=O)NC2CCCCCC2)CCC(=O)N1Cc1ccc2c(c1)OCO2 (configuration not stated)	-0.32	5	0.0	0.16	-4	-3.8	14	10	-0.7
COc1ccc(-n2ncc3c(NCc4ccccn4)ncnc32)cc1	0.4	7	-0.6	0.014	9	-1.1	0	1	-0.5
CN(CC(O)COc1ccc(OCC(O)CN(C)C2CCCCC2)cc1)C1CCCCC1 (configuration not stated)	-0.91	nt	1.1	-0.64	nt	-3.5	11	6	0.3
COCCNC(=O)C1CC(=O)N(c2ccc(F)c(Cl)c2)C1 (configuration not stated)	0.21	-15	0.6	-0.73	-1	1.3	-19	3	-0.3
CC1Cn2c(nc3sc4c(c3c2=O)CCC4)N1CCO (configuration not stated)	-0.62	-7	-0.2	-0.034	10	-0.7	1	-2	-0.1
Cc1nnc(C)n1/N=C/c1ccc(C(C)C)cc1	0.019	-3	-0.5	0.24	-9	-0.8	-10	-14	0.0
Cc1nc(COC(=O)c2ccc(S(=O)(=O)N3CCCC3)cc2)cs1	-0.013	13	-1.6	-0.79	-1	-3.0	-6	18	-1.1
Cn1cccc1Cc1nnc(SCC(=O)Nc2ccc3c(c2)OCO3)n1CCc1ccccc1	0.77	-9	-0.5	-0.52	10	1.5	12	-2	0.6
Cn1c(SCC(=O)OCC(=O)c2ccccc2)nnc1-c1cccs1	1.3	-2	0.0	0.25	1	-1.3	nt	1	-0.5
C=C(Br)Cn1c(CCC)nc2ccccc21	-0.16	2	-1.8	-0.049	3	0.0	-22	-1	-0.4
O=C(O)COc1ccc(C(=O)Cc2ccc3c(c2)OCCCO3)c(O)c1	-0.054	10	-0.8	0.1	-4	-2.6	1	2	-0.7
C=CCOC(=O)C1=C(C)N=C2SCCC(=O)N2C1c1ccc(OC(=O)c2ccco2)cc1 (configuration not stated)	-1.1	nt	nt	0.43	6	-1.1	nt	2	0.1
O=C(CSc1nc2ccccc2[nH]1)NC(=O)NCc1ccco1	-0.46	-1	-0.2	0.15	-10	-1.4	2	7	0.5

Pulled by structure from above:
Molecule	M1 agonist	Jurkat viability	S1P3 agonist	M1 antagonist	5-HT1A blocker	HTR1A agonist	S1P1 ag pot	HTR1E antagonist	5HT1E ag
C=CCOC(=O)C1=C(C)N=C2SCCC(=O)N2C1c1ccc(OC(=O)c2ccco2)cc1 (configuration not stated)	-1.1	nt	nt	0.43	6	-1.1	nt	2	0.1
Cn1cccc1Cc1nnc(SCC(=O)Nc2ccc3c(c2)OCO3)n1CCc1ccccc1	0.77	-9	-0.5	-0.52	10	1.5	12	-2	0.6

(list continues)
Molecule	M1 agonist	Jurkat viability	S1P3 agonist	M1 antagonist	5-HT1A blocker	HTR1A agonist	S1P1 ag pot	HTR1E antagonist	5HT1E ag
Nc1nnc(SCc2cccc(C(F)(F)F)c2)s1	1.6*	8	-1.7	0.97	7	-3.0	1	18	0.6
Cc1cc(Cl)ccc1OCC(=O)Nc1ccccc1N1CCOCC1	1.5	8	-0.2	1.3	-11	-0.7	-43	6	-0.6
O=C1CCSc2cccc3cccc(c23)N1	0.3	0	-0.3	-1.2	0	-2.5	-1	-7	1.5
O=C(c1cccnc1)N1CCN(C(=O)c2ccccc2F)CC1	0.32	3	-0.7	0.22	-7	-0.7	-8	-1	0.4
Cc1ccc(C(=O)N(CN2CCCC2=O)c2ccc(F)cc2)cc1	-0.05	5	-1.3	0.46	2	-4.0	-12	2	-0.6
O=C(CSc1nnc(-c2ccccc2)o1)OCc1ccccc1	-0.056	-6	0.8	1.4	-5	-0.1	-16	-4	-0.5
Cc1ccc(-c2nnn(CC(=O)N3CCN(c4nc5ccccc5s4)CC3)n2)cc1	0.93	-3	-0.8	0.69	-11	1.5	9	-2	0.6
CCOC(=O)Nc1ccc(S(=O)(=O)N2CCOCC2)cc1	-0.43	2	0.2	0.37	-10	-1.7	-9	-3	-1.3
CC1CCc2nc(NC(=O)CN3CCOCC3)sc2C1 (configuration not stated)	0.92	-1	-0.6	-4*	-5	-1.6	2	0	-1.1
CC(=O)n1cc(-c2ccncc2)c2ccccc21	-0.47	-8	1.0	0.16	2	1.3	-11	-6	0.3
CN1C(=O)N(CN2CCCCC2)C2C1N(C)C(=O)N2CN1CCCCC1 (configuration not stated)	-0.11	6	-1.0	-0.48	0	0.7	-14	-3	-0.3
Cc1cccc(N2CCN(C(=O)C3CCCCC3)CC2)c1C	0.56	0	-2.1	-0.013	1	2.9	5	-7	-0.1
CC(C)NCC(O)COc1c(F)cc(Br)cc1F (configuration not stated)	-0.14	-2	-0.6	-0.49	-1	1.9	-5	-8	0.9
CCCCC(=O)N(c1ccc(OC)cc1)C1C=CS(=O)(=O)C1 (configuration not stated)	-0.31	-2	-0.5	0.096	9	-1.8	5	2	-1.0
CCCC(=O)N(c1ccc2oc(=O)sc2c1)S(=O)(=O)c1cccs1	0.55	9	0.2	-0.86	14	-1.1	6	-1	0.0
O=C(Nn1cnnc1)c1ccncc1	0.31	-2	-0.7	-0.082	-3	-3.4	-12	2	-0.5

Copied from the list:
Value for Cc1cccc(N2CCN(C(=O)C3CCCCC3)CC2)c1C under M1 antagonist: -0.013
Value for CC(=O)n1cc(-c2ccncc2)c2ccccc21 under 5-HT1A blocker: 2

Continuation:
Molecule	M1 agonist	Jurkat viability	S1P3 agonist	M1 antagonist	5-HT1A blocker	HTR1A agonist	S1P1 ag pot	HTR1E antagonist	5HT1E ag
O=C(NC1CCCCCC1)c1nc2ncccn2n1	0.0051	-4	0.8	-0.26	0	-3.0	-4	-10	0.9
Fc1cccc2sc(Nc3nnc(-c4ccco4)o3)nc12	0.29	2	-0.4	-0.48	13	-2.1	-8	-8	0.5
Cc1ccc(C)c2[nH]c(=O)c(C(c3nnnn3Cc3ccco3)N3CCc4ccccc4C3)cc12 (configuration not stated)	1.2	-1	-0.8	0.047	8	0.1	0	-2	-0.1
CC(C)(C)NCC1(CO)SC(N)=NC1=O (configuration not stated)	-0.012	4	-0.8	0.0035	1	-4.7	-19	-20	-0.3
COc1ccc(NC(=O)C2CCN(S(=O)(=O)c3ccc(C)cc3)CC2)cc1OC	0.35	8	-1.5	0.41	-6	-3.1	4	-7	-0.2
O=C(CSc1nc2ccccc2o1)NCc1ccc2c(c1)OCO2	-1.9	2	0.1	-0.57	5	-3.9	-9	6	-0.6
CSc1nc2ccc(Nc3nc(N4CCOCC4)nc(N4CCOCC4)n3)cc2s1	0.16	-7	-1.4	0.38	12	0.1	-35	33*	-0.9
CCSc1nnc(NC(=O)c2ccc3c(c2)OCO3)s1	0.57	-3	0.7	0.24	-19	2.1	1	-3	0.6
Cc1cccc(Nc2nc(NCc3ccco3)nc(N3CCOCC3)n2)c1	0.38	8	0.3	0.034	19	-0.3	6	1	-1.8
CCOC(=O)c1c(C)oc2c1c(C(c1cccnc1)N1CCN(C)CC1)c(O)c1ccccc12 (configuration not stated)	3.4*	6	1.1	-0.0027	18	-0.5	7	18	0.1
O=C(O)c1ccc(C(=O)c2ccc3c(c2)C(=O)N(Cc2ccco2)C3=O)cc1	0.18	-11	-0.5	0.5	0	-0.2	-4	-13	-0.3
CCN(CC)S(=O)(=O)c1ccc(C(=O)NCCc2cc3c(OC)ccc(OC)c3[nH]c2=O)cc1	2.1	3	0.0	1.1	-4	0.0	-25	-10	0.0
Cc1c(C(=O)NCc2ccc3c(c2)OCO3)sc2nc(-c3ccc(F)cc3)cn12	-1.6	0	0.0	-0.013	-16	2.9	-26	-12	1.8
CCC(C)N(CCNC(=O)CC1Oc2ccccc2NC1=O)C1CCCCC1 (configuration not stated)	-0.093	1	-0.9	-11*	17	-1.5	-6	0	0.9
COc1ccccc1OCCCCNCCO	-0.0087	-2	-1.6	-1.4	8	-5.2	-2	6	0.6
COc1ccc(C(O)Cn2c(=N)n(CCCN(C)C)c3ccccc32)cc1 (configuration not stated)	-0.041	-3	-0.3	0.13	9	-1.7	-18	14	0.2
C=CCn1c(SC(CCO)C(=O)NCc2ccco2)nc2sc3c(c2c1=O)CCC3 (configuration not stated)	0.073	nt	nt	0.02	-11	1.8	nt	5	0.2
CSc1ccc(-c2nnn(CC(=O)NCc3ccccc3)n2)cc1	-0.017	nt	nt	-0.17	-6	-4.8	nt	-2	0.9
Cc1cc(C)cc(N2CCCn3c2nc2c3c(=O)n(CC(=O)OCc3ccccc3)c(=O)n2C)c1	-0.2	7	-1.0	-0.34	-8	1.9	-2	-1	0.5
CC1CCN(c2ccc(C(=O)O)cc2)CC1	-0.055	6	0.6	0.64	12	-4.7	-17	-13	-1.1
Cn1cccc1Cc1nnc(SCC(=O)N2CCc3ccccc32)n1-c1ccc(F)cc1	0.46	-4	0.5	-0.12	-14	1.2	17	-6	1.1
COCCCN1C(=O)C(=O)/C(=C(/O)c2ccc(OC(C)C)cc2)C1c1cccnc1 (configuration not stated)	0.56	-7	0.1	1.2	-9	-2.0	8	1	1.4
COc1ccc(C(CNC(=O)COc2ccccc2OC)N(C)C)cc1OC (configuration not stated)	-0.3	-7	1.4	-0.57	-5	1.9	4	-11	0.2
COc1ccc(-c2nnc(SCC(=O)Nc3ccc(C)cc3)n2C)cc1	nt	6	-0.9	nt	8	1.0	-27	-10	0.2
COc1cc(-c2nnc(SCC(=O)Nc3cc(C)on3)n2C)cc(OC)c1O	-0.0066	-8	0.0	-0.063	-7	1.0	-20	-13	-0.3
COc1ccccc1CNCc1cc(OC)c(OC)cc1OC	0.67	0	-0.6	-0.084	4	-1.4	6	-10	-1.2

Screening results deposited in PubChem BioAssay by several laboratories.

Compounds were not picked by outcome; any-hit rate near 8.9%.
